MCF10A rerep = induces DNA re-replication in MCF 10a normal breast cells. MCF 10A DNA re-replication, Hoechst nuclear intensity, 48 h. Potency, µM (titrated, usually from 46.1 µM), for inactives: top-dose activity, positive = re-replication, most hits filed as activators. 350,000 tested, 2.9% active. AID 624296; also: potency is read from the fitted curve at half-maximal effect; % of control where 0% means no effect; nearly all actives have a fitted effect of over 50% in size
IL-1B inflam inh = blocks inflammasome-driven IL-1 beta release; THP-1 LPS/ATP IL-1B secretion, AlphaLISA, 16 h; active compounds read low; activity change, % at 57.5 µM; 360,000 tested, 4.7% active; in the data active = activity change below about -50%; inconclusive = mostly about -30% to -49%; also: % is scaled to controls: 0 for no effect and ±100 for the full control effect
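Secreted IL-1B measured by AlphaLISA bead assay after 16 h compound exposure of THP-1 cells; compounds (final up to 57.5 uM) added 1 h before LPS (250 ng/mL) and ATP (1.25 mM) stimulation; lower signal means less secretion.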
HEK293 tox = cytotoxicity counter-screen for GLP-1 receptor inverse agonists | Potency, µM (top dose mostly 38.3 µM), for inactives: at the top dose activity change, negative = inhibition, most hits filed as inhibitors | HEK293 cAMP-luciferase reporter cells, luminescence, 24 h | AID 624418 | 410,000 tested, 0.13% active;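 also: loss of luciferase light is scored as toxicity; potency is read from the fitted curve at half-maximal effect; % is scaled to controls: 0 for no effect and ±100 for the full control effect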
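Step one: seed cells (200 cells/uL, DMEM with 10% Nu serum, 1% pen-strep). Step two: 12-hour incubation at 37 deg C. Step three: pin 23 nL compound, incubate 24 hr. Step four: add luciferase reagent, read luminescence 12 min later.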
HT1080 IDH1KD tx = kills HT-1080 cells with IDH1 knockdown; HT-1080 IDH1 knockdown viability, ATP luminescence, 48 h; Potency, µM (doses to about 46.1 µM), without a hit: at the highest dose activity, negative = toxicity, usual class: cytotoxic; 360,000 tested, 2% active; AID 686971;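 also: potency is read from the fitted curve at half-maximal effect; 0% = DMSO wells and -100% = cell-free medium wells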
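% activity derives from luminescence (CellTiter-Glo), normalised to DMSO and no-cell wells. HT-1080-IDH1KD cells, 750/well, had 48 h compound exposure at 37 °C.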
HT1080NT lethal = kills 2HG-producing HT-1080-NT fibrosarcoma cells; HT-1080-NT fibrosarcoma viability, CellTiter-Glo ATP luminescence, 48 h; Potency, µM (doses to about 46.1 µM), for the others: top-dose activity, negative = less viability, usual class: cytotoxic; 360,000 tested, 1.6% active; AID 686970;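 also: NT is the 2HG producing partner of a matched IDH1 knockdown line; potency is read from the fitted curve at half-maximal effect; 0% = DMSO-treated cells and -100% = media-only wells without cells; nearly all actives have a fitted effect of over 55% in size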
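Compounds were tested in concentration-response format on HT-1080-NT cells for 48 hours at 37 degrees C. Cell viability came from CellTiter-Glo luminescence; curves were classified by r2, response magnitude and activity.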
KB-3-1 cytotox = kills parental KB-3-1 adenocarcinoma cells. Potency, µM (titrated, usually from 46.1 µM), for inactives: at the highest dose activity change, negative = cytotoxic, usual class: cytotoxic. KB-3-1 viability, CellTiter-Glo ATP luminescence, 72 h. AID 1347075. 400,000 tested, 1.4% active; also: potency is read from the fitted curve at half-maximal effect; % is scaled to controls: 0 for no effect and ±100 for the full control effect; nearly all actives have a fitted effect of over 60% in size
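KB-3-1 parental drug-naive adenocarcinoma cells in DMEM/10% FBS, incubated 72 h at 37 C with pin-transferred compounds across a concentration series. Viability by CellTiter-Glo luminescence; concentration-response curves fitted after normalization.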
KB-V1 MDR tox = KB-V1 MDR subline cytotoxicity. KB-V1 MDR cells viability, CellTiter-Glo, 72 h. Potency, µM (titrated, usually from 46.1 µM), without a hit: at the top dose activity change, negative = cytotoxicity, hits mostly cytotoxic. 400,000 tested, 3.4% active; also: potency is read from the fitted curve at half-maximal effect; % is scaled to controls: 0 for no effect and ±100 for the full control effect; nearly all actives have a fitted effect of over 60% in size
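Compound-treated KB-V1 multidrug-resistant cells, 72 h, 37 degrees C; viability by CellTiter-Glo. Fitted qHTS curves give the values.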
SW480 rerep = induces DNA re-replication in SW480 colon adenocarcinoma cells; SW480 DNA re-replication, Hoechst DNA content imaging, 48 h; Potency, µM (highest dose often 46.1 µM), for the others: top-dose re-replication activation, most hits filed as activators; 340,000 tested, 1.8% active; AID 624297; also: potency is read from the fitted curve at half-maximal effect; % of control where 0% means no effect; nearly all actives have a fitted effect of over 55% in size
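First, 250 cells per well were seeded. Next, compound or vehicle (23 nL) was pinned in, plates sat 48 hr at 37 C. Finally Hoechst was added for 40 min before fluorescence scanning.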
D3 ag = activates the human D3 dopamine receptor | D3R DiscoveRx beta-arrestin cells, luminescence, 90 min | 410,000 tested, 0.58% active | P35462 | max activation, %; in the data active = max activation above about 30%; also: 0% is about no effect; mostly tested at two doses, the higher about 12 µM
Target sequence (P35462 whole entry, looked up): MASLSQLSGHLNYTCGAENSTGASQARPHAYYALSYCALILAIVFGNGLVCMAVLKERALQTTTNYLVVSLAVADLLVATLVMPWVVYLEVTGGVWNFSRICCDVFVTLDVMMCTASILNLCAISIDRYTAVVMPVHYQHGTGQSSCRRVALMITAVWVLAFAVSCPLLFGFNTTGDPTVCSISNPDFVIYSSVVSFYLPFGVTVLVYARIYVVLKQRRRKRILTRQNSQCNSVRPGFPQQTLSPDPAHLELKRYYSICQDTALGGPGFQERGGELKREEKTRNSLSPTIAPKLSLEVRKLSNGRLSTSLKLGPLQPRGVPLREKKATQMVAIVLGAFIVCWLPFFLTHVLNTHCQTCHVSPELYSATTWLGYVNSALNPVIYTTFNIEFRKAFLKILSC
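Agonist mode: compounds and dopamine controls were applied to plated cells for 90 min at 37 degrees C after an overnight attachment at 1500 cells/well. Luminescent read-out followed 30 - 60 minutes at room temperature with DiscoveRx detection reagent.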
* marks the source's active call; other numbers are inactive results; i = inactive; ? = inconclusive; nt = not tested or not shown; ! = not confirmed by another sample; [ ] = remark or other dose. Unless noted, calls follow the shape of the dose curve; as a rule, active = well fitted curve in the direction sought with a large enough effect; inconclusive = small, poorly fitted or top-dose-only effect, or another doubt; inactive = no such curve, though single readings can be large; an effect the other way counts as inactive or inconclusive. Compounds were not picked by outcome (roughly 11% active in at least one column).

SMILES | MCF10A rerep | IL-1B inflam inh | HEK293 tox | HT1080 IDH1KD tx | HT1080NT lethal | KB-3-1 cytotox | KB-V1 MDR tox | SW480 rerep | D3 ag
CN(CC(=O)NCc1ccc(F)cc1)CC(=O)Nc1ccc(Cl)c(C(F)(F)F)c1 | ? | -69* | ? | ? | ? | ? | 0% | 4% | 5
COCC(C)N=C1NN=C(c2ccc(NC(C)=O)cc2)CS1 (stereo not drawn) | 5.8µM* | 35 | -25% | -2% | -25% | 4% | -2% | ? | 5
Cc1cc(Br)ccc1SCC(=O)N1CCN(S(=O)(=O)c2ccccc2)CC1 | 17% | ? | -1% | 4% | 8% | -10% | ? | -2% | -4
C[C@@H]1CN([C@H](C)CO)C(=O)CCCn2cc(nn2)CO[C@H]1CN(C)C(=O)Nc1cccc2ccccc12 | nt | 38 | 2% | 1% | -11% | 0% | ? | nt | 6
O=C1CCCC(O)=C1C=NCc1ccccc1 | -9% | 9 | 4% | -13% | -6% | ? | 7% | -3% | 2
Cc1ccc2c(c1)N(CC(=O)c1cccc(Cl)c1)C(=O)C(C)O2 (stereo not drawn) | -1% | -3 | -1% | 12% | 0% | -7% | ? | 1% | -6
O=C(c1ccccc1)N1CCN(c2ccc([N+](=O)[O-])c(NCc3cccnc3)c2)CC1 | 5% | -28 | ? | -14% | 0% | ? | 2.6µM* | 3% | -1
OC(CNCCc1ccccc1)COc1ccc(OCC(O)CNCCc2ccccc2)cc1 (stereo not drawn) | ? | -91* | ? | 23µM* | ? | 21µM* | ? | ? | -20
O=[N+]([O-])c1ccccc1/C=N/N1CCN(c2ccccn2)CC1 | 28% | ? | -15% | -1% | 1% | -6% | 15µM* | -3% | 2
O=C(Nc1nc2c(s1)C(=O)CCC2)c1ccccc1 | ? | -4 | 0% | -23% | -16% | -26% | -7% | 0%[9.22 µM] | -3
Cc1cc(C)c(S(=O)(=O)N2CCCC(C(=O)NCc3ccncc3)C2)c(C)c1 (stereo not drawn) | 2% | i | 4% | 5% | 3% | -21% | ? | 10% | -1
CCn1c(=O)c(C)nn2c3ccccc3nc12 | -3% | -2 | 71% | 12% | -1% | 1% | ? | -1% | 3
C=CCOc1ccc(C[C@H](N)C(=O)NC[C@H]2O[C@@H](n3cc(C)c(=O)[nH]c3=O)C[C@@H]2O)cc1 | nt | 28 | -9% | 17% | 9% | 7% | -8% | nt | 4
O=C(c1ccc(-c2cccc(C(F)(F)F)c2)o1)N1CCCC(C(F)(F)F)C1 (stereo not drawn) | -13% | -3 | -6% | -4% | -12% | 4% | 3% | ? | 0
O=C(O)C1C2C=CC3(CN(Cc4ccco4)C(=O)C13)O2 (stereo not drawn) | -10% | 17 | 8% | 6% | 5% | 7% | 24% | -3% | 1
COc1cc(C)ccc1OCCOCCOc1ccc([N+](=O)[O-])cc1 | 12% | -23 | 1% | 1% | -1% | -4% | ? | -1% | 3
O=C(CCN1CCN(CCO)CC1)Nc1ccc(F)c(F)c1 | 2% | -12 | -9% | -1% | -1% | -10% | 17% | -9% | 14
Cc1cc(C)c(Cn2c3ccccc3c3cnn(CC(=O)NCc4cccs4)c(=O)c32)c(C)c1 | nt | nt | 0% | nt | nt | 1% | -15% | nt | 3
O=C(NCc1ccccc1Cl)C1CCC(=O)N(CCCN2CCCC2=O)C1 (stereo not drawn) | 5% | i | 2% | 9% | 6% | 3% | 1% | 0% | 4
COc1cc(NC(=O)c2cc3sccc3n2C)cc(OC)c1 | 25% | 1 | -27% | 4% | 8% | -2% | -21% | 0% | 3
CCN(CC)CCCNC(=O)c1cc2c(=O)n(C)c3ccccc3c2n1C | ? | -87* | -21% | -6% | -15% | -17% | 30% | 16% | -9
CCOC(=O)CC(NC(=O)c1ccco1)c1ccc(OC)cc1 (stereo not drawn) | 0% | 12 | -8% | -5% | -2% | -1% | 23µM* | 4% | 0
Nc1ccc2oc(=O)c(-c3ccccc3)cc2c1 | -4% | -28 | 5% | 0% | -4% | 12% | 18% | ? | 3
O=C(CCCNC(=O)c1ccc(Cl)cc1)Nc1ccc(F)c(S(=O)(=O)N2CCOCC2)c1 | -4% | 31 | 4% | 10% | -4% | -5% | ? | 4% | -3
CCOc1ccc2oc(C(=O)Nc3ccc(N4CCOCC4)cc3)c(C)c2c1 | 11% | 30 | -14% | ? | -6% | 3% | -3% | -2% | 5

Compound profiles, as listed above:
Cc1cc(C)c(S(=O)(=O)N2CCCC(C(=O)NCc3ccncc3)C2)c(C)c1 (stereo not drawn) across the screens: MCF10A rerep: 2%; IL-1B inflam inh: i; HEK293 tox: 4%; HT1080 IDH1KD tx: 5%; HT1080NT lethal: 3%; KB-3-1 cytotox: -21%; KB-V1 MDR tox: ?; SW480 rerep: 10%; D3 ag: -1
O=C(O)C1C2C=CC3(CN(Cc4ccco4)C(=O)C13)O2 (stereo not drawn) across the screens: MCF10A rerep: -10%; IL-1B inflam inh: 17; HEK293 tox: 8%; HT1080 IDH1KD tx: 6%; HT1080NT lethal: 5%; KB-3-1 cytotox: 7%; KB-V1 MDR tox: 24%; SW480 rerep: -3%; D3 ag: 1

Other results
SMILES | MCF10A rerep | IL-1B inflam inh | HEK293 tox | HT1080 IDH1KD tx | HT1080NT lethal | KB-3-1 cytotox | KB-V1 MDR tox | SW480 rerep | D3 ag
CC(C)c1ccc(S(=O)(=O)N2CCC(N3CCN(Cc4ccccc4)C(=O)C3=O)CC2)cc1 | nt | nt | 0% | nt | nt | -6% | ? | nt | 5
COc1ccc(Nc2nc(NCc3cccs3)nc3ccsc23)cc1OC | nt | -87* | ? | ? | ? | ? | ? | nt | 3
Cc1cc(C2CCCCC2)n(O)c(=O)c1 | ? | 47 | -26% | 18µM* | 8.2µM* | -5% | ? | ? | 46*!
COc1ccc(C2NC(=O)c3ccccc3O2)cc1 (stereo not drawn) | 4% | -15 | -4% | 10% | 6% | 4% | ? | -15% | -3
O=C(NCCS(=O)(=O)N1CCC2(CC1)OCCO2)c1ccc(F)cc1 | -14% | 8 | -10% | -3% | 6% | -2% | 1% | ? | -5
CCC(CC)NC(=O)COC(=O)c1ccc(NS(=O)(=O)c2ccc3c(c2)OCCO3)cc1 | 9% | -8 | -7% | 11% | 5% | -7% | ? | -7% | -2
COC(=O)c1ccc(NC(=O)Cn2cnc3c(nnn3-c3cccc(OC)c3)c2=O)cc1 | 3% | -17 | 9% | 1% | 0% | -3% | -11% | 0% | 6
O=C(CC1C(=O)NC2CCCCC2N1C(=O)c1ccc(F)cc1)Nc1ccccc1 (stereo not drawn) | 0% | 26 | 5% | 2%[9.24 µM] | -6% | -1% | -4% | 13% | -9
CCOc1cccc(OCCCCn2ccnc2)c1 | 19% | 4 | -12% | -1% | -6% | ? | -9% | 4% | -10
Cc1ccc(C)c2[nH]c(=O)c(CN(CCN3CCCC3)C(=O)Nc3ccc(F)cc3)cc12 | ? | ? | -24% | ? | 16µM* | ? | -14% | 1% | -9
O=C(C1CCC(=O)N(C2CC2)C1)N1CCN(c2ccc(Cl)cc2)CC1 (stereo not drawn) | 3% | 29 | -17% | 0% | 11% | -16% | -9% | -3% | -7
CN(Cc1ccccc1)C(=O)COc1ccc(Br)cc1Cl | -9% | ? | 5% | -1% | -6% | -4% | 1% | 18% | -13
C=CCNC(=O)c1ccncc1 | -2% | 6 | -19% | 5% | 7% | 2% | 2% | 2% | 12
COc1ccc(CCNC(=O)COC(=O)c2cccs2)cc1OC | -20% | 14 | 0% | -1% | 3% | 16% | ? | -24% | 7
CN1c2ccccc2-c2nc3ccccc3n2C1c1cccs1 (stereo not drawn) | 10µM* | -11 | -17% | ? | ? | ? | ? | ? | 1
Cc1cccc(NC(=O)Nc2cccc(F)c2)n1 | ? | 14 | -12% | 2% | 3% | ? | ? | -4% | -2
CCOC(=O)c1c(C)[nH]c(C)c1C(=O)COC(=O)c1cc(OC)c(OC)cc1OC | 28% | 12 | 8% | -9% | -2% | -7% | ? | -1% | 10
O=C(CCn1[nH]c(=O)c2ccccc2c1=O)OC1CCCCC1 | ? | -12 | 15% | 3% | 2% | -16% | -11% | ? | 3
COC/C=C/C1=CC2=CC(=O)C(C)(OC(=O)C3CCCC3)C(=O)C2=CO1 (stereo not drawn) | 6% | -2 | 9% | -5% | 1% | -13% | ? | ? | 5
O=C(c1ccc(Br)cc1)N(c1ccccn1)C1CCCCC1 | -1% | -2 | 0% | 0% | 5% | -2% | ? | -1% | 15
Nc1cc(=O)[nH]c(SCC(=O)N2CCc3ccccc3C2)n1 | 1% | 36 | -18% | -3% | 0% | ? | 14% | 0% | -3
Cn1c(CS(=O)Cc2c(Cl)cccc2Cl)nnc1SCc1ccc(Cl)cc1 (stereo not drawn) | 19% | 4 | -25% | ? | -1% | 7% | 5.2µM* | -3% | -6
Cc1ccc2cccc(CC(=O)NN)c2c1 | nt | 16 | ? | ? | ? | 8% | 5% | nt | -2
C=CCC(NC(=O)c1ccc(C#N)cc1)C(=O)NCCC (stereo not drawn) | -5% | 5 | 1% | 6% | 1% | 0% | 19% | 1% | 26
CCOCCOC(=O)CCSc1n[nH]c(=O)[nH]c1=O | ? | 19 | 14% | 11% | 7% | 7% | -3% | -4% | 11
O=C(N/N=C/C1C(c2ccccc2)C1(Cl)Cl)c1cccc(Cl)c1 (stereo not drawn) | 0% | -23 | -10% | 0% | -1% | 1% | 18% | -12% | -8
Cc1ccc(C)c(C(=O)COC(=O)c2ccc(C)c(S(=O)(=O)N3CCOCC3)c2)c1 | 4% | 2 | 9% | -2% | -4% | 9% | 1% | -8% | 9
CC(=O)N1CCCc2cc(S(=O)(=O)NC(C(=O)NC(C)c3ccccc3)C(C)C)ccc21 (stereo not drawn) | -4% | 31 | 4% | 1% | -1% | -5% | -1% | -19% | 2

Assay outcomes from PubChem BioAssay.
